# Screens: PubChem, Broad Institute
# C2C12 statin – protects C2C12 myotubes from simvastatin toxicity; rescue of ATP level, % at 7.49 µM; ATP luminescence, 48 h; scaled: DMSO 0, geranylgeraniol control 100; 330,000 compounds, 0.78% hits;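 active = mean ATP rescue above about 67%, or every replicate alone reaching that limit, limit read from the data, passing the limit was not always enough; inconclusive = no clear call, values can overlap the other calls; inactive = mean under the limit and some replicate under it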;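 also: myotubes were challenged with 10 µM simvastatin during compound exposure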
# esBAF inh – SWI/SNF esBAF complex inhibition. mouse ES cells, Bmi1-luciferase knock-in reporter, 24 h; 100% = twice the neutral-well signal. AID 602393. 350,000 compounds, 2% hits. reporter increase, % at 12.5 µM; in the data active = activation above about 40%; inconclusive = no clear call, values can overlap the other calls;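 also: 0% = median of the plate's neutral control wells and 100% = double that signal; a rise in the Bmi1 reporter signal indicates esBAF inhibition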
# LGR2 antag – Drosophila LGR2 receptor signaling inhibition. HEK293 LGR2, CRE-luciferase, bursicon-stimulated, 4 h. inhibition, % at 9.99 µM. 380,000 compounds, 0.35% hits;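 active = drop in luminescence signal, shown as inhibition above about 50% in the replicate tests, limit read from the data, passing the limit was not always enough; inconclusive = probably only some replicates passing the limit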;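 also: agonist challenge used bursicon conditioned medium at about half maximal strength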
# S100A4 MyoIIA – blocks human S100A4 binding to myosin IIA peptide. P26447. S100A4/TAMRA-MyoIIA peptide fluorescence polarization. inhibition, % at 10.7 µM. 360,000 compounds, 0.14% hits;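 active = mean inhibition of at least 70% across replicates, with every replicate also reaching that level; inconclusive = mean inhibition reaches 70% but some replicates fall short; inactive = mean inhibition below 70%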
# Target sequence (P26447 whole entry, looked up): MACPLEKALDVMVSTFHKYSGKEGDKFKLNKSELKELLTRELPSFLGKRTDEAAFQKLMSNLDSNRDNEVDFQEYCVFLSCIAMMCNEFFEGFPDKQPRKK
#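 Test system: S100A4 monomer protein. Medium: HEPES buffer with Ca2+, pH 7.2. Reagent: fluorescent myosin IIA peptide, 5 nM. Compound dosing: single-point compound testing. Timing: 5 min between mix addition and reading. Benchmarks: DMSO neutral and TFP positive wells.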
# Casp6 inh – blocks human caspase-6 cleavage activity | P55212 | purified caspase-6, Z-VEID-R110 cleavage fluorescence | inhibition, % at 12.5 µM | 350,000 compounds, 0.53% hits | AID 686996;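 active = mean inhibition across replicates at least about 35%, with every replicate also reaching that limit, limit read from the data; inconclusive = only one of the two criteria met; inactive = neither criterion met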;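 also: 0% = median of neutral control wells and 100% = no fluorescence left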
# Target sequence (P55212 24-179 limits assumed): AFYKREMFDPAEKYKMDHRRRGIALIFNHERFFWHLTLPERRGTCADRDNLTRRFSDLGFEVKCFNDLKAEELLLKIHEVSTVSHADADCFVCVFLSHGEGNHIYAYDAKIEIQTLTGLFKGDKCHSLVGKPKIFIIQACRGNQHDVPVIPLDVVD
# Target sequence (P55212 194-293 limits assumed): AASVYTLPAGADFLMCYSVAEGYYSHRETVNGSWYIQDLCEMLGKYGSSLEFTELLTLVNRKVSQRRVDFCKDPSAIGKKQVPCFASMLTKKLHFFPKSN
# SIRT5 block – blocks human SIRT5 desuccinylation of peptide | inhibition, % at 15 µM | Purified SirT5, succinyl-peptide AMC, trypsin-coupled fluorescence | Q9NXA8 | 330,000 compounds, 1.1% hits; in the data active = inhibition above about 15%; inconclusive = no clear call, values can overlap the other calls
# Target sequence (Q9NXA8 whole entry, looked up): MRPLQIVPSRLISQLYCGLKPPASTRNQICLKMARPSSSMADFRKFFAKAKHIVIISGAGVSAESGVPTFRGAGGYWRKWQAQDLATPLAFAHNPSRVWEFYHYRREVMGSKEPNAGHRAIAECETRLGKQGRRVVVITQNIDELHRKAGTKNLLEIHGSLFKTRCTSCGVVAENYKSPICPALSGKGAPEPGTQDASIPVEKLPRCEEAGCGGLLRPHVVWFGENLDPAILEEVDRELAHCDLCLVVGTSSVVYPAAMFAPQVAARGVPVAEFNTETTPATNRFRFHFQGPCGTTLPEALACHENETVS
# FN deposition inh – fibronectin deposition inhibition. AH1F fibroblasts, Alexa488-fibronectin deposition fluorescence, overnight. inhibition, % at 12.6 µM. 350,000 compounds, 0.086% hits;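 active = mean inhibition across replicates of 30% or more, regardless of how many single replicates reach that level; inconclusive = mean under 30% yet at least half of replicates reach 30%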;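 also: positive control wells lacked labelled fibronectin entirely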
#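 Schedule: 1 h cell adhesion before compound, then overnight fibronectin incubation; test system: AH1F fibroblast monolayer depositing Alexa488-labelled fibronectin into matrix; quantity: 10000 AH1F cells per well; probe or stimulus: fluorescent fibronectin at 24 nM final; signal: fluorescence, ex 485 nm, em 525 nm; evaluation: percent inhibition as loss of matrix-bound fibronectin fluorescence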
# An asterisk follows results filed as active; u = inconclusive; x = not tested or not shown; & = joins results of further samples.
No.	SMILES	C2C12 statin	esBAF inh	LGR2 antag	S100A4 MyoIIA	Casp6 inh	SIRT5 block	FN deposition inh
1	CCCNC(=O)c1ccc2nc(-c3ccccc3)c(-c3ccccc3)nc2c1	x	14	x	10	2	-6	x
2	CCOCCCNC(=O)C(Cc1ccccc1)NS(=O)(=O)c1ccc2c(c1)c(=O)n(C)c(=O)n2C (configuration not stated)	x	x	20	-11	-9	-2	1
3	CCN1CCc2nc(NC(=O)Cc3ccc4c(c3)OCCO4)sc2C1	0	-9	x	x	x	x	0
4	C/C(Cc1ccccc1)=N\NC(=O)CNC(=O)c1ccc(Cl)cc1Cl	x	x	19	-7	-2	-4	-4
5	CO[C@@H](CN(C)S(=O)(=O)c1ccc(C)cc1)[C@H](C)CN(Cc1ccccc1Cl)[C@@H](C)CO	-21	-1	18	-7	4	0	1
6	Cc1cc(C)n(CC(O)CN(c2ccccc2)S(=O)(=O)c2ccc3ccccc3c2)n1 (configuration not stated)	1	5	3	-1	-1	x	-7
7	O=C(NCc1ccccc1)C(c1ccc(F)cc1)N(C(=O)c1csnn1)C1CCCC1 (configuration not stated)	-1	4	-4	-2	7	2	-4
8	C[C@H](CO)N1C[C@H](C)[C@H](CN(C)S(=O)(=O)c2ccc(Cl)cc2)Oc2ccc(NS(=O)(=O)c3ccc(Cl)cc3)cc2C1=O	58	-5	-12	-4	1	8	x
9	CC(=O)Nc1ccc(OCCC[n+]2ccccc2)cc1	x	x	19	-2	-3	3	10
10	CC1(C)CC(=O)C(C(c2ccc(Br)cc2)C2C(=O)CC(C)(C)CC2=O)C(=O)C1	2	3	-2	-10	4	-8	-5
11	CCOc1ccc(-c2nnc(SCC(=O)NC3CC3)o2)cc1	5	-11	-16	1	-3	-1	-3
12	CCOC(=O)N1CCN(C(=O)c2ccc(CS(=O)Cc3ccc(C)cc3)o2)CC1 (configuration not stated)	0	1	4	-10	3	-4	-5
13	CC(C)NC(=O)Nc1cccc2c1O[C@@H](CN(C)Cc1ccc(C(F)(F)F)cc1)[C@H](C)CN([C@@H](C)CO)C2=O	x	x	2	12	-1	4	x
14	c1nnn(C23CC4CC(CC(C4)C2)C3)n1	5	-7	x	x	x	x	-2
15	Cc1noc(C)c1S(=O)(=O)Nc1ccc2c(c1)CC(=O)N([C@H](C)CO)C[C@@H](C)[C@@H](CN(C)Cc1ccncc1)O2	10	-1	-13	2	-5	-3	x
16	O=C(NC1CCCC1)C(c1ccncc1)N(C(=O)c1csnn1)c1cccc(Cl)c1 (configuration not stated)	0	-5	5	-2	x	0	-13
17	COc1ccc(/C=C/C(=O)c2ccc(OC)cc2O)cc1	-2	7	-14	2	1	x	3
18	O=C(C[C@H]1CC[C@@H](NS(=O)(=O)c2ccc(F)cc2)[C@@H](CO)O1)N1CCC(Cc2ccccc2)CC1	4	2	5	-15	-1	-1	x
19	COc1ccc(OC)c(C(=O)c2ccc([N+](=O)[O-])cc2)c1	3	-3	1	4	2	2	8
20	CC(=O)OCC1CC(COC(C)=O)C(COC(C)=O)CC1COC(C)=O (configuration not stated)	x	x	-4	0	-1	-4	16

# Entries 1–13, quoted:
No.	SMILES	C2C12 statin	esBAF inh	LGR2 antag	S100A4 MyoIIA	Casp6 inh	SIRT5 block	FN deposition inh
1	CCCNC(=O)c1ccc2nc(-c3ccccc3)c(-c3ccccc3)nc2c1	x	14	x	10	2	-6	x
2	CCOCCCNC(=O)C(Cc1ccccc1)NS(=O)(=O)c1ccc2c(c1)c(=O)n(C)c(=O)n2C (configuration not stated)	x	x	20	-11	-9	-2	1
3	CCN1CCc2nc(NC(=O)Cc3ccc4c(c3)OCCO4)sc2C1	0	-9	x	x	x	x	0
4	C/C(Cc1ccccc1)=N\NC(=O)CNC(=O)c1ccc(Cl)cc1Cl	x	x	19	-7	-2	-4	-4
5	CO[C@@H](CN(C)S(=O)(=O)c1ccc(C)cc1)[C@H](C)CN(Cc1ccccc1Cl)[C@@H](C)CO	-21	-1	18	-7	4	0	1
6	Cc1cc(C)n(CC(O)CN(c2ccccc2)S(=O)(=O)c2ccc3ccccc3c2)n1 (configuration not stated)	1	5	3	-1	-1	x	-7
7	O=C(NCc1ccccc1)C(c1ccc(F)cc1)N(C(=O)c1csnn1)C1CCCC1 (configuration not stated)	-1	4	-4	-2	7	2	-4
8	C[C@H](CO)N1C[C@H](C)[C@H](CN(C)S(=O)(=O)c2ccc(Cl)cc2)Oc2ccc(NS(=O)(=O)c3ccc(Cl)cc3)cc2C1=O	58	-5	-12	-4	1	8	x
9	CC(=O)Nc1ccc(OCCC[n+]2ccccc2)cc1	x	x	19	-2	-3	3	10
10	CC1(C)CC(=O)C(C(c2ccc(Br)cc2)C2C(=O)CC(C)(C)CC2=O)C(=O)C1	2	3	-2	-10	4	-8	-5
11	CCOc1ccc(-c2nnc(SCC(=O)NC3CC3)o2)cc1	5	-11	-16	1	-3	-1	-3
12	CCOC(=O)N1CCN(C(=O)c2ccc(CS(=O)Cc3ccc(C)cc3)o2)CC1 (configuration not stated)	0	1	4	-10	3	-4	-5
13	CC(C)NC(=O)Nc1cccc2c1O[C@@H](CN(C)Cc1ccc(C(F)(F)F)cc1)[C@H](C)CN([C@@H](C)CO)C2=O	x	x	2	12	-1	4	x

# Compound profiles (already shown). Order of screens: C2C12 statin | esBAF inh | LGR2 antag | S100A4 MyoIIA | Casp6 inh | SIRT5 block | FN deposition inh
# Listed for `C/C(Cc1ccccc1)=N\NC(=O)CNC(=O)c1ccc(Cl)cc1Cl` = x | x | 19 | -7 | -2 | -4 | -4
# Listed for `COc1ccc(OC)c(C(=O)c2ccc([N+](=O)[O-])cc2)c1` = 3 | -3 | 1 | 4 | 2 | 2 | 8

# (listing goes on)
No.	SMILES	C2C12 statin	esBAF inh	LGR2 antag	S100A4 MyoIIA	Casp6 inh	SIRT5 block	FN deposition inh
21	O=C(Nc1ccc(S(=O)(=O)NCC2CCCO2)cc1)c1ccc(F)cc1 (configuration not stated)	0	16	7	-5	0	-1	-3
22	C[C@@H]1CN([C@H](C)CO)C(=O)c2cc(C#Cc3cccnc3)cnc2O[C@H]1CN(C)C(=O)CC1CC1	-1	-9	8	2	1	5	7
23	CO[C@@H]1CN(C)C(=O)c2cc(NC(=O)Nc3ccc4c(c3)OCO4)ccc2OC[C@H](C)NC[C@@H]1C	1	u	-13	41	-1	x	-6
24	O=[N+]([O-])c1ccc2[nH]c(=S)sc2c1	x	x	-13	-3	-2	x	-4
25	Cc1noc(C(=O)Nc2ccc(C#N)cc2)c1Cl	10	12	7	-11	-1	-3	-9
26	COC(=O)CCSC(=S)N1CCOCC1	x	x	-7	-3	0	-1	-11
27	O=C(O)C[C@H]1c2cc(C(F)(F)F)ccc2S(=O)(=O)N1C1CCN(Cc2ccccc2)CC1	8	2	-10	8	-3	-2	0
28	CC1(C(=O)Nc2ccc(Cl)c(Cl)c2)CCN1C(=O)Cc1cccc2ccccc12 (configuration not stated)	-1	0	8	-1	1	-13	0
29	CCOC(=O)C1=C(C)Nc2ccccc2N=C1NC(=O)c1cccc(S(=O)(=O)NCc2ccccc2)c1	-5	4	x	x	x	x	3
30	COCCNC(=S)N1CCC(NC(=O)Nc2ccc(C)cc2)CC1	x	x	-15	0	8	x	x
31	COc1ccc(NC(=O)CCCN2C(=O)C3C4C=CC(C4)C3C2=O)c(OC)c1 (configuration not stated)	x	-6	x	0	-3	-5	9
32	C[C@H]1CN([C@@H](C)CO)C(=O)CCCn2cc(nn2)CO[C@@H]1CN(C)S(=O)(=O)c1cccc(C#N)c1	-4	-4	5&-3	0&-5	6&-1	0&0	-15&-1
33	O=C(NNC(=S)NC(=O)c1ccccc1)c1cccnc1	-10	2	-5	0	-1	0	9
34	CN1CCN(c2nc(C#N)cc(-c3ccccc3)n2)CC1	41	1	-29	x	x	x	x
35	C[C@@H](C(=O)NCC1CCCO1)N1C(=O)N2CCc3c([nH]c4ccccc34)[C@@]2(C)C1=O (some centres not stated)	-2	18	-18	1	1	x	x
36	N#C[C@@H]1[C@@H](c2ccccc2-c2cccc(F)c2)[C@@H](CO)N1C(=O)C1CCC1	x	x	-1	5	1	2	-3
37	CCOC(=O)N1CCC(=NNC(N)=O)C1	-5	2	5	-9	3	x	-9
38	N#Cc1ccccc1NS(=O)(=O)c1cc2c3c(c1)CCN3C(=O)CC2	-3	x	-14	-1	3	-1	-3
39	COc1ccc(C#Cc2ccc([C@@H]3[C@@H](CO)N4C(=O)CN(C(=O)NC(C)C)C[C@H]34)cc2)cc1	x	x	-3	-8	3	6	-14
40	CCOC(=O)c1c(C)oc2ccc(OCc3cc(C(=O)OC)oc3C)cc12	-16	-8	1	x	x	x	x
41	CC(C)COC(=O)N(C)C[C@@H]1OCc2ccccc2-c2c(n(C)c3ccccc23)C(=O)N([C@@H](C)CO)C[C@@H]1C	-13	-1	3	8	3	3	-9
42	Cc1ccc(CN2CCC(c3nc4ccc(Cl)cc4[nH]3)CC2)cc1	-19	2	-1	-3	0	0	x
43	O=C(C[C@@H]1C=C[C@@H](NC(=O)CCN2CCCCC2)[C@H](CO)O1)Nc1nccs1	20	0	-17	4	2	1	-15
44	C[C@@]12CCC3[C@@](CCC4[C@@]3(C)CCC[C@@]4(C)C(=O)Nc3ccc(Cl)cc3)(CC1=O)C2 (some centres not stated)	-18	6	16	-3	2	7	x
45	COc1ccccc1CSc1ncc(-c2ccc([N+](=O)[O-])cc2)[nH]1	x	x	-56	-5	0	6	3
46	Nc1nc(CN2CCCCC2)cs1	2	0	x	x	x	x	-7
47	CCCCN1CC(N2CCN(C(=O)c3ccco3)CC2)CS1(=O)=O (configuration not stated)	-2	-1	3	-8	7	-3	2
48	Cc1ccc(NC(=O)CCNS(=O)(=O)c2ccc3c(c2)c(=O)n(C)c(=O)n3C)cc1C	x	x	-5	7	1	-3	12
49	O=C(c1ccc(COc2ccc(Cl)cc2)cc1)N1CCCCC1	2	11	-67	0	4	-1	7
50	CCCCC(CC)C(=O)Nc1cc([N+](=O)[O-])ccc1F (configuration not stated)	x	x	4	-17	4	-1	-3
51	COc1ccc2c3c([nH]c2c1)[C@H](CO)N(C(=O)c1ccccn1)CC31CCN(C(=O)C2CCC2)CC1	x	x	13	-35	3	-2	x
52	Cc1ccc(NC(=O)NCCCN2CCCC2=O)cc1C	-1	8	15	2	0	3	3
53	Oc1[nH]c2ccccc2c1N=Nc1nc(Nc2ccccc2)nc(N2CCOCC2)n1	-77	15	38	1	0	-1	-8
54	O=C(Cc1ccccc1)n1nc(-c2ccccc2)nc1NCc1ccco1	9	28	-30	-2	-3	x	1
55	CC(C)Oc1ccc2ccccc2c1CNC[C@H]1O[C@@H](n2ccc(N)nc2=O)[C@H](O)[C@@H]1O	5	-5	-1	41	-2	-6	-2
56	O=c1[nH]c(=S)[nH]c2c1C(c1ccc(Br)cc1)c1c([nH]c(=S)[nH]c1=O)O2	9	-1	13	-4	96*	67*	6
57	COc1ccc(OCC(=O)N2CCN(C(=O)c3ccco3)CC2)cc1	3	-9	x	x	x	x	1
58	CCC(=O)Nc1ccc2c(c1)C(=O)N(C)C[C@H](OC)[C@@H](C)CN(C(=O)c1ccc(F)cc1)[C@@H](C)CO2	2	7	4	-12	1	0	2
59	Cc1cccc(OCc2nnc(SCC(=O)N3c4ccccc4CCc4ccccc43)o2)c1	19	-1	5	-1	-5	-3	-12
60	CCOC(=O)c1sc(NC(=O)CNCc2ccccn2)c(C(=O)OCC)c1C	x	x	7	6	2	-3	9

# A portion of the library (hit frequency here may not be typical).
